Assay outcomes as filed in PubChem BioAssay.
KCNQ2 inh – KCNQ2 potassium channel inhibitors, primary screen, cell-based, CHO-K1, FluxOR thallium flux, B-score (AID 2156); O88943; 20 min; stronger effect = lower value; B-score at 10 µM; actives 1.1% (n = 310,000);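 active = fluorescence ratio B-score at most minus 3 library SDs, with starting brightness B-score within 2 library SDs, cut at about -5.5 in these data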
Target sequence (O88943 whole entry, looked up): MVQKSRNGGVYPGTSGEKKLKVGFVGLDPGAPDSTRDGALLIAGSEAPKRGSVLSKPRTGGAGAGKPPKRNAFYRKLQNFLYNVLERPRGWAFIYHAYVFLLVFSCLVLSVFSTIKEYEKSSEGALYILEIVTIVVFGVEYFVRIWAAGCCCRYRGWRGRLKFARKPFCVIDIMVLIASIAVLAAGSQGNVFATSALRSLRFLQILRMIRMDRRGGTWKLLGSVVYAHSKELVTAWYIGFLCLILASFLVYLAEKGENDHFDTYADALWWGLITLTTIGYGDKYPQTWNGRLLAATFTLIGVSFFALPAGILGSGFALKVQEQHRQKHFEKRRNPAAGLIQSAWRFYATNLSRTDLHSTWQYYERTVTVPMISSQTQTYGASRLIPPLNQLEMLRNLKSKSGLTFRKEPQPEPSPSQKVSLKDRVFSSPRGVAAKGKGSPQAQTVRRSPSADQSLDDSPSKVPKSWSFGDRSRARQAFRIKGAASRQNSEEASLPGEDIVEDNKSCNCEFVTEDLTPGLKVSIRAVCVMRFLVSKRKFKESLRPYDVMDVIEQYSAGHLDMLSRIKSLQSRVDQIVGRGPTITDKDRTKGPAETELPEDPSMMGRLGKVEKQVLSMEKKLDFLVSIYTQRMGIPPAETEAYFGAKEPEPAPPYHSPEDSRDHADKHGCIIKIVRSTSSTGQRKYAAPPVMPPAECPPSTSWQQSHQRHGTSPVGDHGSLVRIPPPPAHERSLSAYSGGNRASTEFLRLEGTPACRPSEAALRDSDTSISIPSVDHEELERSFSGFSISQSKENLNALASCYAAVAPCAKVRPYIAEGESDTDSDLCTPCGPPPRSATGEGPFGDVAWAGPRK
STK33 kinase inh – blocks human STK33 kinase activity. Q9BYT3. purified STK33, MBP phosphorylation, ADP-Glo luminescence. inhibition, % at 10 µM. actives 0.073% (n = 320,000). AID 2661;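 active = inhibition at or above 25%, using the most active replicate where run in duplicate; inactive = inhibition below 25%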
Kir21 inh – blocks the mouse Kir2.1 inward-rectifier potassium channel | P35561 | actives 0.85% (n = 310,000) | HEK293-Kir2.1, FluxOR thallium flux fluorescence; stronger effect = lower value | AID 1672 | B-score at 10 µM;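 active = fluorescence ratio B-score at or below minus 3 SD of library scores, with starting-brightness B-score within 2 SD, cut at about -4.2 in these data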;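 also: channel flux triggered by added potassium and thallium sulfate stimulus; B-score of peak minus minimum fluorescence over baseline after thallium stimulus; more negative B-score means stronger Kir2.1 block with less thallium influx; some compounds called inactive have numbers as strong as hits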
The depositor's hits bear a star; i = inactive; . = not tested or not shown.

Sample of the layout:
no. | canonical_smiles | KCNQ2 inh | Kir21 inh | STK33 kinase inh
1 | COc1cccc(C2CC(c3cccs3)=NN2C(=S)Nc2ccccc2)c1OC (configuration not stated) | i | -0.11 | -1.2
2 | CCN(CC)CCNC(=O)CCc1nnc2ccc(N3CCC(C)CC3)nn12 | i | -0.11 | -1.1
3 | COc1ccc(/C=C2/SC(=O)N(CCNC(=O)C3COc4ccccc4O3)C2=O)cc1 (configuration not stated) | i | -0.75 | -1.9
4 | O=C1CCCN1C(=O)COc1ccc([N+](=O)[O-])cc1 | i | -0.16 | 0.9
5 | CC1(c2ccccc2Cl)NC(=O)N(CC(=O)NC(=O)NCc2ccco2)C1=O (configuration not stated) | i | -0.01 | -1.4
6 | CCc1nnc(NS(=O)(=O)c2ccc(NC(=O)OC)cc2)s1 | i | 0 | -1.6

Results, previewed entries included:
no. | canonical_smiles | KCNQ2 inh | Kir21 inh | STK33 kinase inh
1 | COc1cccc(C2CC(c3cccs3)=NN2C(=S)Nc2ccccc2)c1OC (configuration not stated) | i | -0.11 | -1.2
2 | CCN(CC)CCNC(=O)CCc1nnc2ccc(N3CCC(C)CC3)nn12 | i | -0.11 | -1.1
3 | COc1ccc(/C=C2/SC(=O)N(CCNC(=O)C3COc4ccccc4O3)C2=O)cc1 (configuration not stated) | i | -0.75 | -1.9
4 | O=C1CCCN1C(=O)COc1ccc([N+](=O)[O-])cc1 | i | -0.16 | 0.9
5 | CC1(c2ccccc2Cl)NC(=O)N(CC(=O)NC(=O)NCc2ccco2)C1=O (configuration not stated) | i | -0.01 | -1.4
6 | CCc1nnc(NS(=O)(=O)c2ccc(NC(=O)OC)cc2)s1 | i | 0 | -1.6
7 | O=C(CSc1nnc(CNC(=O)c2cccs2)o1)Nc1cccc(C(F)(F)F)c1 | i | 0.87 | 1.3
8 | C(=N\Nc1ccccn1)/c1ccc2c(c1)OCCO2 | i | 0.37 | -0.8
9 | O=C1C=C(NCc2ccco2)CCC1 | i | -0.09 | -1.2
10 | CCn1nc(C(=O)OCc2cccc(S(=O)(=O)N(C)C)c2)c2ccccc2c1=O | i | 1.2 | 0.7
11 | COCCNC(=O)C(=O)NCCN1CCOCC1 | i | -0.04 | -1.0
12 | O=S(=O)(Nc1cccc(-c2cn3c(n2)SCC3)c1)c1ccccc1 | i | -0.83 | -0.7
13 | CCCc1cc(=O)n2nc(N3CCC(C(=O)NCc4ccc(C)o4)CC3)sc2n1 | i | 1.3 | .
14 | C=CCn1c(SCC(=O)NC2CCS(=O)(=O)C2)nc2scc(C3CC3)c2c1=O (configuration not stated) | i | 1.7 | -1.2
15 | O=C(Nc1c2c(nn1-c1ccccc1)CS(=O)(=O)C2)c1ccccc1C(F)(F)F | i | 0.83 | -0.2
16 | COc1ccccc1-n1c(SCC(=O)Nc2ccc(C)cc2)nc(O)cc1=O | i | -0.17 | -0.4
17 | Cc1[nH]c(=O)c(C#N)c(C)c1[N+](=O)[O-] | i | 2.1 | 0.9
18 | CN(Cc1ccccc1Cl)C(=O)C1CCC(=O)N(C2CCCCCC2)C1 (configuration not stated) | i | 0.19 | .
19 | FC(F)(F)c1ccc(Cl)c(-n2c(Cc3cccs3)n[nH]c2=S)c1 | i | -2.5 | -1.5
20 | Cn1c(=O)c([N+](=O)[O-])c(Oc2ccccc2)c2ccccc21 | i | -2.7 | .
21 | COc1ccc(-c2nc(CS(=O)CC(=O)NCCc3ccc(C)cc3)c(C)o2)cc1OC (configuration not stated) | i | 0.92 | -0.5
22 | COc1ccc(Cl)cc1C(=O)NC(=S)Nc1ccccc1N1CCOCC1 | -12* | 1.3 | -2.3
23 | O=C(O)C1(c2cccc(Cl)c2)CCC1 | i | 3.5 | -0.4
24 | Cc1ccc(-c2cc(C(=O)Nc3cccnc3)[nH]n2)c(O)c1C | i | 0.72 | -0.5
25 | O=C(NCCc1ccccc1)c1cc(=O)[nH]c2ccccc12 | i | 0.76 | 0.9
26 | Clc1nc(-c2ccccc2)cc(-c2ccccc2)n1 | i | -0.55 | -1.2
27 | CC(OC(=O)CCc1nc2ccccc2c(=O)[nH]1)C(=O)NC1CCCC1 (configuration not stated) | i | 1.2 | -0.9
28 | Cc1ccc(C2CC2c2n[nH]c(=S)n2-c2ccc(C)cc2)cc1 (configuration not stated) | i | -0.86 | 1.9
29 | COc1ccc(C(=O)Nc2ccc3[nH]ncc3c2)cc1OC | i | 2.4 | -0.2
30 | COCCN1C(=O)N(c2ccc(Cl)cc2)C(=O)C1CC(=O)Nc1cc(OC)cc(OC)c1 (configuration not stated) | i | 1.8 | -0.5
31 | Cc1ccccc1NC(=O)COC(=O)Cc1cccc(C(F)(F)F)c1 | i | -1.4 | -0.4
32 | COc1ccc(CCN(C)C2CCCN(C(=O)CCSC)C2)cc1OC (configuration not stated) | i | 0.08 | -1.4
33 | O=S(=O)(NNc1nccc(C(F)(F)F)n1)c1cccc(Cl)c1Cl | i | 0.19 | -2.5
34 | CCOCCc1nnc(NC(=O)C(CC)c2ccccc2)s1 (configuration not stated) | i | 1 | 0.2
35 | CCOC(=O)c1ccccc1OCc1cc(/C=N/n2cncn2)ccc1OC | i | -1.3 | -0.4
36 | O=C(CSc1nnnn1-c1ccccc1)c1ccco1 | i | 0.99 | -0.4
37 | O=[N+]([O-])c1cc(/C=N/O)ccc1Oc1cccc(Cl)c1 | i | 0.34 | 3.4
38 | CCOC(=O)CNC(=S)N(CCCN1CCCCCC1)Cc1cccs1 | i | 0.02 | -0.3
39 | O=C1c2ccccc2NC(c2c(Cl)cccc2Cl)N1Cc1ccccc1 (configuration not stated) | i | -0.26 | -0.1
40 | Cc1cc(C)nc(SCC(=O)NC2=NN=C(c3ccc(Br)cc3)CS2)n1 | i | -1.2 | -1.5
41 | CCOC(=O)C[C@H]1c2cc(C(F)(F)F)ccc2S(=O)(=O)N1C(C)C | i | -2.6 | -2.6
42 | CCOC(=O)CNC(=O)Nc1ccccc1C(=O)OC | i | -0.98 | -0.3
43 | Cc1cc(Br)c(NC(=O)c2ccccc2[N+](=O)[O-])cc1C | i | 0.22 | 0.4
44 | COc1ccc(-c2nc3ccc(C(=O)NCC(OC)OC)cc3nc2-c2ccc(OC)cc2)cc1 | i | 0.5 | -0.2
45 | CCCCNC(=O)OC(C)CNC(=O)Oc1cccc(C)c1 (configuration not stated) | i | 0.24 | -0.8
46 | COc1ccc(C(=O)NC(Nc2ccc(C)cc2)C(Cl)(Cl)Cl)cc1 (configuration not stated) | i | 0.4 | 0.1
47 | Cc1ccc(C)c(CN2CCC(CNC(=O)Nc3ccc(Br)cc3F)CC2)c1 | i | -0.5 | -1.3
48 | COc1cccc(-c2cc(C(=O)Nc3cnn(Cc4ccccc4C)c3)no2)c1 | i | -1.1 | -0.2
49 | CN(CC(=O)Nc1ccccc1Cl)C(=O)c1cc(=O)[nH]c2ccccc12 | i | 0.15 | -1.5
50 | COc1ccc(NC(=O)CSc2nccn2-c2ccccc2)c(OC)c1 | i | -0.55 | -1.4
51 | CCOC(=O)c1c(NC(=O)C2CCCO2)sc2c1CCC2 (configuration not stated) | i | -0.18 | -0.6
52 | O=C(NCc1ccncc1)c1ccc(OCc2ccccc2)cc1 | i | 0.51 | 0.7
53 | O=C(COc1ccc(Cc2ccccc2)cc1)c1ccc(F)cc1 | i | 0.02 | -1.8
54 | CN(C)CCCN(C(=O)c1cccc(N2C(=O)CCC2=O)c1)c1nc2cc3c(cc2s1)OCO3 | i | -0.05 | -1.3
55 | CC(C)N(C(=O)c1ccc2nc(-c3ccccc3)c(-c3ccccc3)nc2c1)C(C)C | i | 0.64 | 0.8
56 | C[C@@H]1CN(c2c(F)c(F)c3c(=O)c(C(=O)O)cn(C4CC4)c3c2F)C[C@H](C)N1 | i | -0.2 | .
57 | Cc1nnc(SCC(=O)N2CC(C)OC(C)C2)n1-c1ccccc1 (configuration not stated) | i | 0.91 | -0.3
58 | CCOCCCNc1nc(-c2ccccc2)nc2ccccc12 | i | -1.9 | 0.6
59 | CCOC(=O)Cn1nc(-c2ccc(C)cc2)c2ccccc2c1=O | i | -0.31 | -0.9
60 | c1ccc2[nH]c(NCc3ccc4c(c3)OCO4)nc2c1 | i | 0.47 | -1.5

Following part.
no. | canonical_smiles | KCNQ2 inh | Kir21 inh | STK33 kinase inh
61 | C=CCOc1ccc(/C=C/C(=O)OCC(=O)NCC2CCCO2)cc1 (configuration not stated) | i | 1 | -1.1
62 | CC1CCCCC1NC(=O)CCS(=O)(=O)c1cc2c(cc1Cl)NC(=O)CO2 (configuration not stated) | i | 2.5 | -0.7
63 | NC(=O)c1ccccc1OCC(=O)NC12CC3CC(CC(C3)C1)C2 | i | 1.9 | -1.2
64 | Cc1nnc(NC(=O)COc2ccc3c(C)cc(=O)oc3c2)s1 | i | -0.39 | 0.2
65 | C=CCN(CC=C)C(=O)c1cc(Cl)ccc1[N+](=O)[O-] | i | -1.4 | 0.4
66 | CCOc1ccc(NC(=O)c2ccc(NC(=O)Cc3n[nH]c(=O)c4ccccc34)cc2)cc1 | i | -0.01 | 0.6
67 | CC(=O)Nc1ccc(NC(=O)C2CC(=O)N(c3cccc(Cl)c3)C2)cc1 (configuration not stated) | i | -0.21 | -0.6
68 | COc1ccc(-n2nc(C(=O)NCC(=O)N3CCN(c4ccccc4F)CC3)c3ccccc3c2=O)cc1 | i | 0.49 | -0.5
69 | CCOc1ccc2nc(N(CCCN(C)C)C(=O)c3ccc(S(=O)(=O)N4CCCC4)cc3)sc2c1 | i | -0.12 | -0.7
70 | CC(NC(=O)C1CCCN(S(=O)(=O)N2CCOCC2)C1)c1ccccc1 (configuration not stated) | i | 0.23 | -1.9
71 | Cc1cc(NCCCN2CCOCC2)n2nc(C)c(-c3ccc(F)cc3)c2n1 | i | -0.42 | -2.0
72 | COCCn1c(SC(C)C(=O)NCC2CCCO2)nc2scc(-c3ccc(F)cc3)c2c1=O (configuration not stated) | i | 1.4 | -0.6
73 | Cc1cccc(CNC(=O)Cn2ccc3cc(S(=O)(=O)N4CCCC4)ccc32)c1 | i | 0.46 | -0.3
74 | CC(=O)Nc1ccc(S(=O)(=O)Nc2nnc(Cc3ccc(Cl)cc3)s2)cc1 | i | 3.8 | 13
75 | CCCn1c2ccccc2c2cc(C(=O)O)ccc21 | i | -0.83 | 1.6
76 | Cc1c(CC(=O)NCCCCCC(=O)O)c(=O)oc2cc3c(cc12)CCC(C)(C)O3 | i | 0.4 | -1.4
77 | CC(C)NC(=O)C(c1ccc(F)cc1)N(C(=O)CCC(=O)Nc1ccccn1)C1CCCCC1 (configuration not stated) | i | 0.69 | 0.3
78 | O=C(NC(=S)Nc1ccc(N2CCOCC2)cc1)c1ccco1 | i | 1.2 | 0.9
79 | O=C(Nc1ccccc1Cl)OC1CCCCC1 | i | 1.1 | -1.3
80 | Cc1ccccc1NC(=O)/C=C1\SC(=O)NC1=O | i | 1 | 0.5
81 | O=C(Nc1cccc(Br)c1)c1ccc(CSc2ccccc2)cc1 | i | -0.07 | -1.5
82 | O=C(NCC1CCCO1)c1ccc2c(=O)n(Cc3ccc(Cl)cc3)c(=S)[nH]c2c1 (configuration not stated) | i | -0.67 | -1.0
83 | O=C(Oc1ccc(C(=S)N2CCOCC2)cc1)c1ccc([N+](=O)[O-])cc1[N+](=O)[O-] | i | -1.2 | -1.9
84 | COc1ccc(C(=O)NCC(=O)N/N=C/c2cn(C)c3ccccc23)cc1OC | i | 1.7 | -0.2
85 | COc1cccc(NC(=O)C(Sc2nnc(-c3ccncc3)n2-c2ccc(Cl)cc2)c2ccccc2)c1 (configuration not stated) | i | 0.01 | -4.2
86 | Cc1onc(C(=O)NCc2cccs2)c1[N+](=O)[O-] | i | -0.76 | -2.4
87 | CC1CC(C)CN(S(=O)(=O)c2ccc3c(c2)oc(=O)n3CC(=O)N2CCOCC2)C1 (configuration not stated) | i | -1.6 | -1.0
88 | COc1ccccc1NC(=O)CSc1nnnn1C1CCCC1 | i | -1.8 | .
89 | CCC(C)c1ccccc1NC(=O)CN(C)CC(=O)Nc1ccccc1SC (configuration not stated) | i | -2.3 | -0.8
90 | CCc1cc[n+](-c2nc([O-])sc2C=O)cc1 | i | -0.04 | -1.2
91 | CC(C)Oc1ccc(/C(O)=C2/C(=O)C(=O)N(CCN(C)C)C2c2ccco2)cc1 (configuration not stated) | i | -2.4 | -0.9
92 | Cn1c(N)c(S(=O)(=O)N2CCN(C(=O)c3ccco3)CC2)c(=O)n(C)c1=O | i | 1.1 | -2.6
93 | CC(CNS(=O)(=O)c1ccccc1)(c1ccccc1)N1CCOCC1 (configuration not stated) | i | 0.55 | -0.7
94 | Cc1cc(N2CCOCC2)nc(-c2ccccc2O)n1 | i | 1.5 | 5.1
95 | CCN1CCN(CCCNc2ncnc3nc[nH]c23)CC1 | i | 0.39 | -0.1
96 | O=C(O)CC(NC(=O)c1sc2ccccc2c1Cl)c1ccc(OC2CCCC2)cc1 (configuration not stated) | i | 0.83 | -2.4
97 | COc1ccc2nc(SCC(=O)NCc3ccccc3)[nH]c2c1 | i | 2.7 | 0.8
98 | COc1cc(CNCc2cccs2)cc(Br)c1OC | i | -1.8 | -0.9
99 | CC1CCCC(C)N1NC(=O)c1ccc(Cl)c(S(N)(=O)=O)c1 (configuration not stated) | i | 0.77 | .
100 | CCN(CC)c1ccc(NC(=O)c2cc(Cl)ccc2OC)cc1 | i | 1.7 | -0.4
101 | CSc1sc(C)cc1C=O | i | 0.07 | -1.0
102 | Cc1cccc(NC(=S)Nc2ccc(Br)cc2)c1 | i | -0.15 | -1.7
103 | O=C1CC(Nc2ccc(N3CCOCC3)cc2)C(=O)N1c1cccc(C(F)(F)F)c1 (configuration not stated) | i | 1.3 | -0.9
104 | CCn1c(SCC(=O)c2cc(C)n(C)c2C)nnc1-c1ccccc1 | i | 0.04 | -0.8
105 | c1ccc(CN2CCC(Nc3nc(-c4cccs4)nc4ccccc34)CC2)cc1 | i | -1 | 3.6
